Compound activity (PubChem BioAssay)
HEK293 viab: counter-screen for SNCA expression inhibitors: cell viability. actives 0.12% (n = 150,000). HEK-293-SNCA-luc viability, GF-AFC fluorescence, 24 h. Potency, µM (top dose mostly 57.1 µM), for inactives: at the highest dose activity change, negative = cytotoxicity, usual class: cytotoxic;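 also: potency is read from the fitted curve at half-maximal effect; 0% = DMSO-treated cells and -100% = medium-only wells without cells; nearly all actives have a fitted effect of over 30% in size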
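HEK-293-SNCA-luc cells (1500/well) plated 24 h, then exposed 24 h to a dilution series; GF-AFC added 30 min at 37C, fluorescence 405/540 nm; normalised to medium-only and DMSO wells, Hill fit.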
HEK293 tox: cytotoxic compounds in HEK 293 cells; HEK 293 viability, ATP luminescence (CellTiter-Glo), 48-72 h; actives 6.6% (n = 94,000); Potency, µM (highest dose often 115 µM), inactives show top-dose activity change, negative = cytotoxicity, actives largely listed as inhibitors; also: potency is read from the fitted curve at half-maximal effect; nearly all actives have a fitted effect of over 60% in size
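CellTiter-Glo luminescence (cellular ATP) was read after 48 or 72 hr of compound exposure at 37 degree Celsius. Cells were HEK 293 plated at 250 cells/well.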
3T3 cytotox: cytotoxic compounds in NIH 3T3 cells. Potency, µM (doses to about 96.7 µM), for the others: top-dose activity change, negative = cytotoxicity, hits mostly inhibitors. NIH 3T3 viability, CellTiter-Glo ATP luminescence, 48-72 h. actives 4.3% (n = 94,000); also: potency is read from the fitted curve at half-maximal effect; nearly all actives have a fitted effect of over 55% in size
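First NIH 3T3 cells are plated at 400 cells/well; next compound is pinned in; then plates incubate 48 or 72 hr at 37 °C; finally CellTiter-Glo is added and luminescence read after 10 min.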
FLuc inh: blocks purified firefly luciferase enzyme activity | Potency, µM (top dose mostly 115 µM), without a hit: at the highest dose activity change, negative = inhibition, actives largely listed as inhibitors | purified P. pyralis luciferase, luminescence, biochemical | actives 2.5% (n = 76,000) | P08659 | AID 1347043; also: potency is read from the fitted curve at half-maximal effect; nearly all actives have a fitted effect of over 65% in size
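Luminescence read by CCD imaging after purified firefly luciferase (10nM final) was added to substrate buffer holding 10uM D-luciferin and 10uM ATP, pH 7.5, pre-dosed with compound.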
IP6K1 inhibitor: blocks human inositol hexakisphosphate kinase 1; Q92551; actives 0.81% (n = 140,000); activity change, % (series mostly up to about 58 µM); IP6K1 kinase, ADP-Glo luminescence, 2 h; hits give low values; AID 1645851; in the data active = activity change below about -25%
Target sequence (Q92551 whole entry, looked up): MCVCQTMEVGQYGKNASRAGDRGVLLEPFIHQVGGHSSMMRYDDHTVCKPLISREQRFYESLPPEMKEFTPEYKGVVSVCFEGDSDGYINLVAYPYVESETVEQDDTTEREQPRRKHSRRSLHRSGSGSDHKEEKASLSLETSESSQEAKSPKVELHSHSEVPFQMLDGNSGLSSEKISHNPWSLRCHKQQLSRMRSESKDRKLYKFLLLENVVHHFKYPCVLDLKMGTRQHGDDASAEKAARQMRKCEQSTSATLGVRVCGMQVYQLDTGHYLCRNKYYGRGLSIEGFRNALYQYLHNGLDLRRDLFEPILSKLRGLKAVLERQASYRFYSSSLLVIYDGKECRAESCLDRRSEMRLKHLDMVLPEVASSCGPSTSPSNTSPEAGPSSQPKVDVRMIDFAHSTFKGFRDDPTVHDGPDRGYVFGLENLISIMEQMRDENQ
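ADP-Glo luminescence measures ADP made by human IP6K1 during a 2 h RT reaction with ATP/IP6 (mix at 1.3 mM/130 uM); top library doses 57.5 and 19.1 uM final.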
SNCA expr inh: inhibitors of alpha-synuclein (SNCA) gene expression | HEK-293 SNCA-luciferase knock-in, luminescence, 24 h | Potency, µM (titrated, usually from 57.2 µM), for inactives: top-dose activity change, negative = inhibition, most hits filed as inhibitors | actives 0.17% (n = 140,000);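 also: potency is read from the fitted curve at half-maximal effect; plate controls were DMSO cells for no effect and cell-free wells for full effect; nearly all actives have a fitted effect of over 45% in size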
GPT2 inh: inhibitors of human GPT2 alanine aminotransferase; Recombinant GPT2, coupled pyruvate oxidase/HRP Amplex Red fluorescence; Q8TD30; actives 0.25% (n = 100,000); AID 1671188; Potency, µM (titrated, usually from 57.7 µM), for the others: top-dose activity change, negative = inhibition, usual class: inhibitors; also: potency is read from the fitted curve at half-maximal effect; nearly all actives have a fitted effect of over 60% in size; many of its hits are not listed in these tables
Target sequence (Q8TD30 whole entry, looked up): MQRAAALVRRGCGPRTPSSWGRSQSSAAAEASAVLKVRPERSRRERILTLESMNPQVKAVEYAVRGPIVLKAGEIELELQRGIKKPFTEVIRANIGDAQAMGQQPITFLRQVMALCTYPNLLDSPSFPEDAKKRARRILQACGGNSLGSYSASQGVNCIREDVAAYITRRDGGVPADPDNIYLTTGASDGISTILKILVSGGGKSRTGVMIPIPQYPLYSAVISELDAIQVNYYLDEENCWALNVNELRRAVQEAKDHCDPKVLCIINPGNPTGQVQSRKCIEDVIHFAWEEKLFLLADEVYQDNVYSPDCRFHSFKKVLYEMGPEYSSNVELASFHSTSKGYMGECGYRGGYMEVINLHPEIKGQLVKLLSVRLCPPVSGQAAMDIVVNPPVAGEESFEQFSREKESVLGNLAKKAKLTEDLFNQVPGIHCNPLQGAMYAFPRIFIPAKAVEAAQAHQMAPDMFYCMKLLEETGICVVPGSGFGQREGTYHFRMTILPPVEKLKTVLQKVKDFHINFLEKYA
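Fluorescence of coupled pyruvate oxidase/HRP/Amplex Red system (50uM Amplex, 30 min, dark) reports pyruvate formed by GPT2. Enzyme reaction: 10ng/uL GPT2, 2mM L-alanine, 250uM a-KG, 30 min room temperature, pH 7.5; 50uM AOA control.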
The depositor's hits bear a star; i = inactive; ? = inconclusive; / = no result given; [ ] = remark or other dose. Unless noted, calls follow the shape of the dose curve; as a rule, active = well fitted curve in the direction sought with a large enough effect; inconclusive = small, poorly fitted or top-dose-only effect, or another doubt; inactive = no such curve, though single readings can be large; an effect the other way counts as inactive or inconclusive. Unless noted, % is scaled to controls: 0 for no effect and ±100 for the full control effect.

smiles	HEK293 viab	HEK293 tox	3T3 cytotox	FLuc inh	IP6K1 inhibitor	SNCA expr inh	GPT2 inh
CCCCS(=O)(=O)N1C[C@@H](COC)[C@H](C(N)=O)C1	-1%	-10%	i	-2%	11	-5%	-15%
COCC(=O)N1CCN(C(=O)NC(C)C)C[C@H]1C(=O)N[C@H](Cc1cccnc1)C(=O)OC	2%	i	-1%	3%	-9	-1%	-6%
COc1ccc(CN2C[C@@H](CO)[C@H](c3ccccn3)C2)cc1C	1%	?	-18%	9%	0	-4%	?
COCC(=O)N1CCCC(C(=O)N2CCC3(CC2)CC(=O)Nc2ccccc2O3)C1 (centres undefined)	10%	i	-9%	/	-3	-10%	2%
COc1ccc(NC(=O)c2sc3nc(C(F)(F)F)cc(C)c3c2N)cc1OC	6%	/	/	/	-17	19%	/
CCc1ccc(CNC(=O)c2ccc(CS(=O)(=O)Cc3ccccc3C)o2)cc1	-7%	/	/	/	-9	-14%	/
COc1ccc(-c2nc(-c3nnn4c3COC(c3ccc(Cl)cc3)C4)no2)cc1OC (centres undefined)	5%	0%	i	0%	-3	0%	i
Cn1ccc2c(OCC(=O)NCc3ccccc3Cl)cccc2c1=O	4%	/	/	/	-9	27%	/
CC1=CCC2C(C)(C)CCCC2(C)C1CC12OC1C(O)C(CO)=CC2O (centres undefined)	-9%	/	/	/	-8	/	-3%[27.3 µM]
O=C(NCc1ccc(F)cc1)c1nc(-c2ccccc2)c2ccccn12	?	?	?	-4%	6	-74%	-8%
CCOC(=O)C1CCCN(C(=O)Cn2nc(C)n3c(cc4c(OC)cccc43)c2=O)C1 (centres undefined)	4%	/	/	/	-18	1%	/
Cc1cccc(CSc2ncc(Cl)c(C(=O)Nc3sc4c(c3C#N)CCCC4)n2)c1	-4%	/	/	/	13	-8%	/
Cc1noc(C)c1[S+](=O)([O-])N1CCn2cc(C(=O)NCc3ccc(Cl)nc3)nc2C1	-7%	-1%	-2%	/	-1	-28%	i
CC1C(=O)Nc2ccc(S(=O)(=O)NCc3ccc(N(C)C)cc3)cc2NC1=O (centres undefined)	14%	/	/	/	54	7%	/
CNC(=O)N1CCC(C2CCN(C(=O)c3ocnc3C)C2)CC1 (centres undefined)	3%[12.5 µM]	i	i	7%	-4	68%[activator]	2%
O=C(N[C@@H]1CN(Cc2ccccc2)C[C@H]1CO)c1cccnc1	-5%	2%	3%	1%	4	-4%	i
COCCCNC(=O)CN1CCCc2nc(C3CC3)ncc2C1=O	3%	-13%	-11%	3%	3	7%	i
CCOC(=O)CCNC(=O)N1CCC(OC2CCN(Cc3ccccc3)CC2)CC1	2%	-1%	-15%	7%	3	2%	i
CCc1ccc(C(=O)NC(Cc2c[nH]c3ccccc23)C(=O)OCC(=O)c2ccc(Br)cc2)cc1 (centres undefined)	-1%	/	/	/	0	-7%	/
O=C(CN1CC2CC(C1)[C@H]1CCCC(=O)N1C2)NCC1CC1 (some centres undefined)	0%	-1%	-3%	-10%	10	0%	i
COc1ccc(C2(C(=O)N3CCCC(C(=O)NCc4ccccc4)CCNC(=O)CC3)CC2)cc1 (centres undefined)	1%	0%	-10%	-10%	-13	7%	i
Cc1ccccc1C(=O)Nc1ccc(C(=O)OCc2cc(=O)n3nc(C4CC4)sc3n2)cc1	-13%	/	/	/	-1	-2%	/
CC(=O)c1cccc(NC(=O)Cn2c(=O)oc3cc(S(=O)(=O)NCc4ccccc4)ccc32)c1	-12%	/	/	/	28	-4%	/
Cc1nn(C(=O)c2ccccc2)c(C)c1Sc1ccc(Cl)cc1	20µM*	/	/	/	-11	?	/
COc1cccc(-c2ccc(CN3CCCC(N[S+](=O)([O-])c4c(C)noc4C)C3)cc2)c1 (centres undefined)	3%	?	45µM*	/	-3	-11%	i
O=C(CC1CCCN(c2cnn(CC3CC3)c(=O)c2)C1)NC1CCCC1 (centres undefined)	-1%	-14%	-21%	3%	1	4%	1%
Cc1ccccc1C(=O)N(C)C1CCCc2ccccc21 (centres undefined)	0%[87.6 µM]	89µM*	?	-14%[172 µM]	-11	-4%[87.6 µM]	i
O=C(c1nc2ccccc2[nH]1)N1CCNc2cnc(Nc3ccc(-n4ccnc4)cc3)nc2C1	-1%	?	?	?	-8	14%	i
CC1CCN(S(=O)(=O)c2ccc3c(c2)N(CC(=O)NC(C)c2ccccc2)C(=O)CS3)CC1 (centres undefined)	-16%	/	/	/	-2	-14%	/
FC(F)(F)c1cccc(C2=NOC3(CCN(Cc4ccccc4)C3)C2)c1 (centres undefined)	5%	45µM*	?	/	7	-4%	?
CCc1ccc(NS(=O)(=O)c2cc(Br)cc3c2N(C(C)=O)CC3)cc1	6%	/	/	/	0	-13%	/
COc1cccc(NC(=O)NC[C@H]2O[C@@H](CO)[C@@H](O)[C@H]2N2CCC(C)CC2)c1	2%[87.6 µM]	i	-1%[174 µM]	-4%[172 µM]	0	-26%[87.6 µM]	-1%[88.5 µM]
O=C(COc1ccccc1)N(Cc1cccnc1)c1nc2c(F)cccc2s1	1%	/	/	/	-11	58%[activator]	/
CCc1nn(CC(=O)NCCc2ccc(OC)cc2OC)c(=O)c2cc3sccc3n12	-4%	/	/	/	-17	5%	/
O=C(CCC[C@@H]1[C@H]2CCCN3CCC[C@@H](CN1C(=O)c1ccsc1)[C@@H]23)NCC1CC1	12%	0%	i	-2%	0	11%	2%
Cc1ccc(Cl)cc1N1CCN(C(=O)CN2C(=O)CSc3c2c(C)nn3-c2ccccc2)CC1	11%	/	/	/	-7	-1%	/
COc1ccc(CNC(=O)CCc2c(C)nn(-c3ccc(N4CCOCC4)nn3)c2C)cc1	6%	/	/	/	-6	3%	/
COc1ccc(C(=O)N2CCC3(CC2)C(OC)C(=O)N3CC2CC2)cc1F (centres undefined)	-10%	-13%	-10%	-7%	-6	?	2%
CC(C)CCN1CCNC(=O)C1CC(=O)N(C)Cc1nncn1C(C)C (centres undefined)	-14%	-2%	-24%	-3%	6	-13%	?
CNC(=O)N1CCC(C2CCN(C(=O)C3CCCC3)C2)CC1 (centres undefined)	0%[12.5 µM]	i	3%	-1%	0	10%	-8%
CCn1cnnc1CC1CCCN(S(=O)(=O)c2ccccc2C)C1 (centres undefined)	-6%	?	-23%	-5%	30	-7%	-16%
COc1ncccc1-c1cc(C(=O)NCc2c(C)cc(C)[nH]c2=O)c2c(c1)N(C(C)C)CCO2	-5%	?	?	-22%	-7	26%	i
Cc1cc(Cl)ccc1NC(=O)CCCn1nc(C)c2c(C)n(-c3ccccc3)nc2c1=O	28%	/	/	/	-2	-18%	/
CCc1ccc(CNc2ncnc3onc(-c4ccc(Cl)cc4)c23)cc1	29%	/	/	/	-5	-10%	/
O=C(NCCOc1ccccc1)c1nc2c(o1)CCN(Cc1c(F)cccc1F)CC2	7%[87.6 µM]	?	?	-17%[172 µM]	-2	26%[87.6 µM]	-2%[88.5 µM]
CCOc1ccc(CNC(=O)c2cc3c(s2)-c2ccccc2OC3)cc1	9%	/	/	/	-25	65%[activator]	/
COc1ccccc1C(=O)N1CCc2nn(Cc3ccccc3)c(=O)n2CC1	-9%	-14%	-26%	-18%	-12	13%	-21%
COc1cc(OC)cc(C(=O)N2CCCC(n3cc(-c4nc(C5CC5)no4)nn3)C2)c1 (centres undefined)	-8%	-12%	-8%	17%	5	1%	i
O=C(NCCN1CCCCC1)c1cc2cn(C3CCCC3)cc2s1	-10%	-28%	0%	-1%	-10	-6%	i
COc1ccc(NC(=O)CN(C)S(=O)(=O)c2ccc(C(=O)N3CCOCC3)s2)cc1	1%	/	/	/	-9	38%[activator]	/

5 compounds drawn at random from those above:
smiles	HEK293 viab	HEK293 tox	3T3 cytotox	FLuc inh	IP6K1 inhibitor	SNCA expr inh	GPT2 inh
CCn1cnnc1CC1CCCN(S(=O)(=O)c2ccccc2C)C1 (centres undefined)	-6%	?	-23%	-5%	30	-7%	-16%
O=C(NCCOc1ccccc1)c1nc2c(o1)CCN(Cc1c(F)cccc1F)CC2	7%[87.6 µM]	?	?	-17%[172 µM]	-2	26%[87.6 µM]	-2%[88.5 µM]
Cc1cc(Cl)ccc1NC(=O)CCCn1nc(C)c2c(C)n(-c3ccccc3)nc2c1=O	28%	/	/	/	-2	-18%	/
CCc1ccc(CNc2ncnc3onc(-c4ccc(Cl)cc4)c23)cc1	29%	/	/	/	-5	-10%	/
O=C(NCCN1CCCCC1)c1cc2cn(C3CCCC3)cc2s1	-10%	-28%	0%	-1%	-10	-6%	i

Next results
smiles	HEK293 viab	HEK293 tox	3T3 cytotox	FLuc inh	IP6K1 inhibitor	SNCA expr inh	GPT2 inh
O=C(NC1CCCc2c1[nH]c1ccccc21)c1ccc(Br)o1 (centres undefined)	-3%	?	?	-1%	5	28%	-15%
Cc1ccc2c(c1)N1C(=O)OC[C@@H]1CCN(Cc1cccnc1)C2	-3%[87.6 µM]	2%[172 µM]	-7%[138 µM]	-3%[172 µM]	-16	6%[87.6 µM]	-9%[88.5 µM]
CN(C)c1ccc(CN2CCn3nnc(CCC(=O)N4CCCC4)c3C2)cc1	7%	-5%	2%	0%	-4	17%	i
O=C1NCc2ccccc2CC12CCCCN2Cc1cccc(F)c1 (centres undefined)	-19%	?	?	/	-4	-12%	1%
CCCN(CC1CCOC1)C(=O)Cc1cccc(Cl)c1 (centres undefined)	-3%	-20%	-11%	1%	11	24%	i
CCCOc1ccc(C(=O)Nc2cccc(NC(=O)c3cccc(Cl)c3)c2)cc1	0%	/	/	/	15	66%[activator]	/
CCOc1cccc2c1OC[C@@H]1CN(CCC#N)C(=O)CCN(C(=O)c3cccs3)[C@H]21	/	0%	?	/	-6	/	/
O=C(COCc1cc(-c2cccs2)on1)NCc1cccc(Cl)c1	10%	/	/	/	31	7%	/
CCN1CCOC(=O)C1CC(=O)Nc1cc(Cl)ccc1OC (centres undefined)	12%	/	/	/	24	15%	/
COC(=O)c1ccc(C2c3c(oc4ccccc4c3=O)C(=O)N2c2nc(C)c(C(=O)OC)s2)cc1 (centres undefined)	-4%	/	/	/	-18	-19%	/
Cc1ccccc1CN1C(=O)c2ccccc2Sc2ccc(C(=O)OCc3ccco3)cc21	-4%	/	/	/	28	-25%	/
CCc1nc2nccc(-c3ccc(OC)c(OC)c3)n2n1	0%	?	?	7%	-5	11%	i
CCCCN1C(=O)c2ccccc2C(C(=O)NCCCOC)C12CCCCC2 (centres undefined)	-27%	-1%	-4%	-1%	26	-16%	-27%
COc1ccc(C(=O)N2CCN(Cc3ccccc3-c3ccc(C)c(Cl)c3)CC2)cc1	-3%[12.5 µM]	-18%	-28%	/	-6	4%	i
